EWS-Fli inh – inhibitors of EWS/Fli oncoprotein transcriptional activity. A673 NR0B1-luciferase reporter, viability-normalised. inhibition, % at 12.6 µM. 350,000 compounds, 0.67% hits;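 active = mean inhibition of at least 50% after viability correction, with every replicate also passing that limit; inconclusive = mean reaches 50% but only one of two replicates passes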;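 note: firefly luciferase signal divided by Alamar Blue viability fluorescence both relative to DMSO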
CFTR F508del cor – CFTR F508del correction in bronchial cells | 350,000 compounds, 0.36% hits | activity (quench increase), % at 7.58 µM | AID 720511 | CFBE cells, YFP halide quenching; stimulated with forskolin plus potentiator P3; % fluorescence drop versus neutral controls;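 active = mean added fluorescence quench of at least 8% versus neutral control, with both replicates also reaching 8%; inconclusive = only one of the mean or replicate conditions met; inactive = mean below 8% and not both replicates reaching 8%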;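 note: cells transiently co-express mutant CFTR-F508del with the halide-sensitive YFP; corrector assay measuring rescue of mutant channel to the surface after 24 h compound exposure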
PAX8 reporter – inhibitors of PAX8 transcriptional activity in RMG-I cells. inhibition, % at 12.6 µM. RMG-I TPO-luciferase reporter, SteadyGlo, 24 h. 360,000 compounds, 1.2% hits;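 active = mean replicate inhibition at least 60% with every replicate also reaching 60%; inconclusive = only one of the two criteria is met; inactive = mean below 60% and not all replicates reaching 60%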;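 note: luciferase light reporting Pax8 driven TPO promoter activity; plate controls were median of neutral control wells for no effect and mitoxantrone controls for full effect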
DENV2 CPE rescue – inhibitors of DENV2 cytopathic effect | AID 651640 | 350,000 compounds, 1.7% hits | DENV2-infected cells, cytopathic effect rescue, plate reader | CPE inhibition, % at 9.99 µM; in the data active = CPE inhibition above about 20%, passing the limit was not always enough; inconclusive = no clear call, values can overlap the other calls; tested in BHK-21 cells;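 note: 0% = median of neutral control wells and 100% = median of positive control wells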
FN deposit inh – fibronectin deposition inhibition | 350,000 compounds, 0.086% hits | AH1F fibroblasts, Alexa488-fibronectin deposition fluorescence, overnight | AID 743247 | inhibition, % at 12.6 µM;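 active = mean inhibition across replicates of 30% or more, regardless of how many single replicates reach that level; inconclusive = mean under 30% yet at least half of replicates reach 30%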;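 note: positive control wells lacked labelled fibronectin entirely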
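Assay system: AH1F fibroblast monolayer, labelled fibronectin deposition. Amount: 10000 cells per well. Also added: labelled fibronectin 24 nM. Compound: single-point pinned compound. Incubation: cell attachment 1 h, compound and FN exposure overnight. Detection: fluorescence after three HBSS washes, excitation 485 nm, emission 525 nm. Read-out: inhibition of fibronectin deposition signal.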
GSIS activator – GLuc luminescence reporter in INS-1E cells, primary screen for activators of glucose-dependent secretion of insulin. 370,000 compounds, 0.61% hits. INS-1E GLuc reporter insulin secretion, 2-3 h. activation, % at 16.6 µM;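 active = lowest replicate activation of at least 40%, so every replicate reaches that level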;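 note: 0% = median of neutral control wells and 100% = median of IBMX positive control wells; some compounds called inactive have numbers as strong as hits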
miR-122 sensor – blocks miR-122 activity in Huh7 sensor cells. Huh7 miR-122 Renilla luciferase sensor, 48 h; neutral wells = 0, positive control = 100. activation (reporter increase), % at 12.5 µM. 340,000 compounds, 0.3% hits;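 active = mean replicate activation score at least 90 and every replicate individually at or above 90; inconclusive = only one of the two criteria met; inactive = neither criterion met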;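 note: higher luciferase means less miR-122 activity so hits act as miR-122 inhibitors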
Starred values were filed as active, the others as inactive; [ ] = another dose, or the depositor's remark.

`Nc1ccc2c(c1)Cc1cc([N+](=O)[O-])ccc1-2` gave EWS-Fli inh -28, CFTR F508del cor 0.0, PAX8 reporter -68, DENV2 CPE rescue -3, FN deposit inh 2 and GSIS activator -6.
For O=C(NCc1ccco1)C1CC(c2cc(C(F)(F)F)cc(C(F)(F)F)c2)=NO1 (centres undefined) the results were EWS-Fli inh 75*, CFTR F508del cor 2.2, PAX8 reporter 5, DENV2 CPE rescue -2, FN deposit inh 3 and miR-122 sensor 21.
Screening COc1ccc(-c2csc(N(CC3CCCO3)C(=O)c3ccco3)n2)cc1 (centres undefined) returned PAX8 reporter -14, FN deposit inh -14 and miR-122 sensor 5.
For Cn1c(SCC(=O)N2CCCCC2)nc2c([nH]c3ccccc32)c1=O the results were EWS-Fli inh 22, CFTR F508del cor 3.5, PAX8 reporter 19, FN deposit inh 13 and miR-122 sensor 10.
For COc1ccc2oc(=O)c(C(=O)N3CCN(c4ccccc4F)CC3)cc2c1 the results were PAX8 reporter 10, FN deposit inh 3 and miR-122 sensor -10.
COc1ccc(/C=C2\SC(=S)N(C(C)C(=O)NC3C=CS(=O)(=O)C3)C2=O)cc1 (centres undefined) was read as EWS-Fli inh -10, CFTR F508del cor -0.1, PAX8 reporter -16, DENV2 CPE rescue 18, FN deposit inh -7, GSIS activator -3 and miR-122 sensor -4.
Screening COc1cccc(S(=O)(=O)N2C[C@@H]3N[C@H](C2)C3c2ccc(-c3ccc(C(=O)N(C)C)cc3)cc2)c1 (some centres undefined) returned EWS-Fli inh 9, CFTR F508del cor -0.3, PAX8 reporter 4, DENV2 CPE rescue -2, FN deposit inh 5 and GSIS activator 1.
Cc1ccc(S(=O)(=O)N(C)C)cc1NC(=O)COC(=O)Cc1ccccc1F was read as EWS-Fli inh -1, CFTR F508del cor -5.4, PAX8 reporter -10, DENV2 CPE rescue -1, FN deposit inh 1 and GSIS activator 1.
CC1=NN(c2ccccc2)C(=O)/C1=C\c1ccc(Br)s1 was read as EWS-Fli inh 6, CFTR F508del cor 4.0, PAX8 reporter 16, DENV2 CPE rescue -2, FN deposit inh 3 and GSIS activator 5.
Screening O=S(=O)(c1cccc(F)c1)N1CC[C@@H]2[C@H]1c1cc(-c3cccc(F)c3)ccc1N[C@@H]2CO returned EWS-Fli inh 6, CFTR F508del cor 1.7, PAX8 reporter 51, DENV2 CPE rescue 52*, FN deposit inh 24, GSIS activator -7 and miR-122 sensor 1[16.7 µM].
`CC1(c2nc3ccccc3[nH]2)c2ccccc2C(=O)N1Cc1ccccc1` (centres undefined) gave EWS-Fli inh -18, CFTR F508del cor 2.7, PAX8 reporter 0, DENV2 CPE rescue -9, FN deposit inh 8 and GSIS activator -3.
Screening CCOC(=O)Cc1csc(NC(=O)c2ccc3c(c2)OCO3)n1 returned PAX8 reporter -8, FN deposit inh 0 and miR-122 sensor 9.
For COc1ccccc1CN1C[C@@H](C)[C@H](OC)CN(C)C(=O)c2ccc(NC(C)=O)cc2OC[C@@H]1C the results were EWS-Fli inh 0, CFTR F508del cor -1.3, PAX8 reporter -3, DENV2 CPE rescue inconclusive, FN deposit inh -26, GSIS activator -10 and miR-122 sensor -2[16.7 µM].
For COc1ccc(CN(C)C[C@H]2OCCCC[C@@H](C)Oc3ccc(NC(=O)c4ccncc4)cc3C(=O)N([C@H](C)CO)C[C@@H]2C)cc1 the results were EWS-Fli inh -3, CFTR F508del cor -2.6, DENV2 CPE rescue 1, FN deposit inh -5, GSIS activator 12 and miR-122 sensor -2[16.7 µM].
CCc1c(C)sc(NC(=O)c2cc(-c3ccc(O)cc3)on2)c1C#N was read as EWS-Fli inh 13, CFTR F508del cor -1.8, PAX8 reporter -19, DENV2 CPE rescue 3, FN deposit inh 6 and miR-122 sensor -6.
O=C(NCc1ccc(F)cc1)c1cccc2c1C(=O)N(Cc1cccnc1)C2 was read as EWS-Fli inh 0, CFTR F508del cor 0.9, PAX8 reporter 15, DENV2 CPE rescue 1, FN deposit inh 0, GSIS activator 12 and miR-122 sensor 18.
`COc1cccc(NC(=O)N(C)C[C@H]2OCc3ccccc3-c3ccccc3C(=O)N([C@@H](C)CO)C[C@H]2C)c1` gave EWS-Fli inh -1, CFTR F508del cor 0.7, PAX8 reporter -13, DENV2 CPE rescue 3, FN deposit inh 0 and GSIS activator 10.
For CCCNC(=O)N1CC[C@@H]2[C@H]1c1cc(C#Cc3ccc(OC)cc3)ccc1N(C)[C@@H]2CO the results were EWS-Fli inh -2, CFTR F508del cor 0.9, PAX8 reporter 24, DENV2 CPE rescue -2, FN deposit inh 5, GSIS activator -2 and miR-122 sensor -10[16.7 µM].
For O=C(C[C@@H]1C=C[C@H](NC(=O)Nc2ccc3c(c2)OCO3)[C@@H](CO)O1)NCc1ccc(F)cc1 the results were EWS-Fli inh -8, CFTR F508del cor -1.3, PAX8 reporter -11, DENV2 CPE rescue 2 and GSIS activator -3.
Cc1ccccc1-c1nnnn1C1CCS(=O)(=O)C1 (centres undefined) was read as EWS-Fli inh -9, CFTR F508del cor -1.3, PAX8 reporter -14, DENV2 CPE rescue 10, FN deposit inh -4 and GSIS activator -2.
For Cc1ccc(-c2nc(CN(CC3CCC3)CC3CCCO3)c(C)o2)s1 (centres undefined) the results were EWS-Fli inh 5, CFTR F508del cor -1.8, PAX8 reporter -11, DENV2 CPE rescue -5, GSIS activator -5 and miR-122 sensor -3.
For Cc1ccc(CSCC(=O)NCc2ccco2)cc1 the results were EWS-Fli inh -14, CFTR F508del cor 0.2, PAX8 reporter -5, DENV2 CPE rescue -7, FN deposit inh -1 and GSIS activator -10.
COc1cccc(C(=O)CN(C(=O)c2ccc(Cl)c(Cl)c2)N2C(=O)c3ccccc3C2=O)c1 was read as EWS-Fli inh 0, CFTR F508del cor -0.9, DENV2 CPE rescue -7, GSIS activator 8 and miR-122 sensor -2.
Cn1ccnc1/C(=N\NC(=O)c1ccccc1)c1cccc([N+](=O)[O-])c1 was read as EWS-Fli inh 2, CFTR F508del cor 0.0, PAX8 reporter -6 and GSIS activator 7.
For COCCCn1nnnc1SCC(=O)Nc1ccc2c(c1)OCCO2 the results were EWS-Fli inh -13, CFTR F508del cor 2.8, PAX8 reporter -11, DENV2 CPE rescue -2, FN deposit inh 2, GSIS activator -1 and miR-122 sensor 3.
COc1ccc(S(=O)(=O)N(CC(=O)NCC2CCCO2)Cc2ccccc2)cc1 (centres undefined) was read as EWS-Fli inh 1, CFTR F508del cor 0.1, PAX8 reporter -9, DENV2 CPE rescue 7, FN deposit inh -2, GSIS activator -6 and miR-122 sensor -3.
For N#C[C@H]1[C@H](c2ccc(-c3cncnc3)cc2)[C@@H](CO)N1C(=O)Cc1ccccc1 the results were EWS-Fli inh 3, CFTR F508del cor 0.7, PAX8 reporter -9, DENV2 CPE rescue 5, FN deposit inh 6 and GSIS activator 8.
Screening COc1ccccc1N(C)S(=O)(=O)c1ccc(Cl)c(C(=O)NC2=NCCS2)c1 returned EWS-Fli inh -2, CFTR F508del cor -0.9, PAX8 reporter 2, DENV2 CPE rescue 6, FN deposit inh -1, GSIS activator -6 and miR-122 sensor 4.
For O=C(Nc1cccc(CCc2ccccn2)c1)c1cc(F)c(F)cc1Cl the results were EWS-Fli inh -3, CFTR F508del cor -0.9, PAX8 reporter 27, DENV2 CPE rescue -6, FN deposit inh 4, GSIS activator -3 and miR-122 sensor 4.
Screening CO[C@@H]1CN(C)C(=O)c2ccc(NC(=O)c3ccc4c(c3)OCO4)cc2OC[C@H](C)NC[C@@H]1C returned EWS-Fli inh -6, CFTR F508del cor -2.5, PAX8 reporter -18, DENV2 CPE rescue 0, FN deposit inh -4 and GSIS activator 4.

Continued, overlapping the part above by 2 compounds.
For O=C(Nc1cccc(CCc2ccccn2)c1)c1cc(F)c(F)cc1Cl the results were EWS-Fli inh -3, CFTR F508del cor -0.9, PAX8 reporter 27, DENV2 CPE rescue -6, FN deposit inh 4, GSIS activator -3 and miR-122 sensor 4.
Screening CO[C@@H]1CN(C)C(=O)c2ccc(NC(=O)c3ccc4c(c3)OCO4)cc2OC[C@H](C)NC[C@@H]1C returned EWS-Fli inh -6, CFTR F508del cor -2.5, PAX8 reporter -18, DENV2 CPE rescue 0, FN deposit inh -4 and GSIS activator 4.
For O=C(c1ccc(F)cc1)N1CC(=O)N2[C@H](CO)[C@@H](c3ccc(-c4ccccc4)cc3)[C@H]2C1 the results were EWS-Fli inh -7, CFTR F508del cor 0.4, PAX8 reporter 19, DENV2 CPE rescue -5 and GSIS activator 1.
`O=C(c1ccccn1)N1CC(=O)N2[C@@H](CO)[C@@H](c3ccc(C#Cc4ccccc4)cc3)[C@@H]2C1` gave EWS-Fli inh 5, CFTR F508del cor -2.2, DENV2 CPE rescue 3 and GSIS activator 10.
`CSc1nc2c(c(-c3ccccc3)c1C#N)CCC2` gave PAX8 reporter -13, FN deposit inh -4 and miR-122 sensor -8.
`CCOC(=O)N1CCC(Nc2c(NCCN3CCN(c4cccc(Cl)c4)CC3)c(=O)c2=O)CC1` gave EWS-Fli inh 2, CFTR F508del cor 1.6, PAX8 reporter 6, DENV2 CPE rescue -2, FN deposit inh -7 and miR-122 sensor -12.
Screening Cc1noc(C)c1NC(=O)N[C@H]1CC[C@@H](CC(=O)N2CCCCC2)O[C@H]1CO returned EWS-Fli inh 6, CFTR F508del cor -2.1, PAX8 reporter -21, DENV2 CPE rescue 1 and GSIS activator 5.
`O=C(Nc1ccc(N2CCN(C(=O)c3cccs3)CC2)cc1)c1ccccc1Cl` gave EWS-Fli inh 16, CFTR F508del cor 1.6, PAX8 reporter 16, DENV2 CPE rescue -2, FN deposit inh 5 and GSIS activator 14.
Screening O=C(CN1C(=O)c2ccc([N+](=O)[O-])cc2C1=O)Nc1ccccc1N1CCCC1 returned EWS-Fli inh 2, CFTR F508del cor 2.4, PAX8 reporter 5, DENV2 CPE rescue 0, FN deposit inh -19 and GSIS activator -1.
`CO[C@@H]1CN(C)C(=O)c2cc(NS(=O)(=O)c3cccc(F)c3)ccc2OC[C@@H](C)N(Cc2cc(F)ccc2F)C[C@H]1C` gave EWS-Fli inh 25, CFTR F508del cor -2.7, DENV2 CPE rescue -6, GSIS activator 0 and miR-122 sensor -17[16.7 µM].
Screening CCc1noc(C)c1C(=O)N1CCCC(N2CCN(c3ccccc3F)CC2)C1 (centres undefined) returned EWS-Fli inh 1, CFTR F508del cor 0.3, PAX8 reporter 23, DENV2 CPE rescue 6, FN deposit inh 1, GSIS activator 2 and miR-122 sensor 10.
Clc1ccc(CSc2ccc(-c3ccco3)nn2)cc1 was read as EWS-Fli inh -72, CFTR F508del cor 0.0, PAX8 reporter -49, DENV2 CPE rescue -7 and FN deposit inh -1.
O=C(NC1CCCC1)C(c1cc2c(cc1[N+](=O)[O-])OCO2)N1CCCC1 (centres undefined) was read as EWS-Fli inh -23, CFTR F508del cor -2.0, PAX8 reporter -46, DENV2 CPE rescue 10, FN deposit inh 0 and GSIS activator 6.
Screening O=C(CSc1nnc(-c2cccnc2)n1Cc1ccccc1)N1CCOCC1 returned EWS-Fli inh 5, CFTR F508del cor 0.5, DENV2 CPE rescue 0, GSIS activator -1 and miR-122 sensor -6.
Cc1noc(C)c1NC(=O)Nc1ccc2c(c1)C(=O)N([C@@H](C)CO)C[C@H](C)[C@@H](CN(C)Cc1ccc(C(F)(F)F)cc1)O2 was read as CFTR F508del cor -1.3, PAX8 reporter -17, DENV2 CPE rescue 6, GSIS activator 2 and miR-122 sensor 6[16.7 µM].
For COc1ccccc1NC(=O)Cn1c(CCC(=O)O)ccc1-c1ccccc1 the results were EWS-Fli inh 2, CFTR F508del cor 1.6, PAX8 reporter 12, DENV2 CPE rescue 1, GSIS activator 0 and miR-122 sensor -20.

Compound activity: PubChem BioAssay, Broad Institute
